From PubChem BioAssay
RGS7-Gao reg – regulators of human RGS7-Galphao interaction. binding response (% of control), % at 10 µM. Multiplexed bead flow cytometry, RGS7-Galphao binding; actives lie on both sides. 220,000 compounds, 0.35% hits; in the data active = binding response below about 49% or above about 150%; inconclusive = no clear call, values can overlap the other calls; inactive = in between;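 also: fluorescent Galphao held in activated GDP-AlF4 state binding bead-coupled RGS7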
Target sequence (P09471 whole entry, looked up): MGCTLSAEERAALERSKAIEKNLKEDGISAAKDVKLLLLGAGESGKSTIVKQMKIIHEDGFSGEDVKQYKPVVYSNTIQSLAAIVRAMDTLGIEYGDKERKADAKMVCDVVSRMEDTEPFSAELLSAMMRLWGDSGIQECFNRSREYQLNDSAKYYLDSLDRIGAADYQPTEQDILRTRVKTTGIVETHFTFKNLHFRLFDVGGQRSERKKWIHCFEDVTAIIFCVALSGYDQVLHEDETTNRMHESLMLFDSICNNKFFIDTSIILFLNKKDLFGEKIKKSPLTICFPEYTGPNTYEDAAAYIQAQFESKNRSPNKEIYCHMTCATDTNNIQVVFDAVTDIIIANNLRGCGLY
RGS8-Gao – regulators of human RGS8-Galphao interaction. multiplexed bead flow cytometry, RGS8-Galphao binding; actives lie on both sides. response (percent of control binding), % at 10 µM. 220,000 compounds, 0.34% hits; in the data active = response below about 60% or above about 140%; inactive = in between;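 also: Galphao activated as the GDP aluminium fluoride complex binding bead-coupled RGS8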
Bim-Bcl-W – inhibitors of Bim-Bcl-W interaction, human; 190,000 compounds, 0.02% hits; Q92843; inhibition, % at 10 µM; AID 952; bead-based flow cytometry, Bim peptide-Bcl-W binding;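 also: 0% = bound tracer without compound and 100% = peptide blocker; higher means less fluorescent Bim peptide bound to Bcl-W beads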
Target sequence (Q92843 whole entry, looked up): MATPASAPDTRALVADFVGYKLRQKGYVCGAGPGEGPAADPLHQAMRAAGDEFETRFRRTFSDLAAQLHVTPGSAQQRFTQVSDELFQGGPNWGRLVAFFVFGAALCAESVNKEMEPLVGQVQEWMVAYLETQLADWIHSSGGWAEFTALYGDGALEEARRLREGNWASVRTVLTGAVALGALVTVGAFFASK
Bcl-2 Bim block – human Bim-Bcl-2 interaction inhibition; P10415; Bead-based flow cytometry, Bim peptide-Bcl-2 binding; inhibition, % at 10 µM; 190,000 compounds, 0.06% hits; AID 950; in the data active = inhibition above about 40%; inconclusive = no clear call, values can overlap the other calls;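 also: 0% = no compound wells with probe peptide and 100% = reference peptide inhibitor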
GSH bead fluor – compound fluoresces at 488/530 nm on GSH beads; GSH beads flow cytometry, compound fluorescence 488/530 nm; stronger effect = higher value; fluorescence (KMESF) at 10 µM; 190,000 compounds, 0.25% hits; AID 1776; in the data active = fluorescence above about 89;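 also: glutathione beads carrying GST-tagged Bcl family fusion proteins plus one bare bead set; values are compound well signal with DMSO vehicle wells as background; inactives centre near 16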
ABCG2 block – blocks JC-1 efflux by human ABCG2 transporter; Q9UNQ0; IgMXP3 cells, flow cytometry; inhibition, % at 6.6 µM; 190,000 compounds, 0.1% hits; AID 1325;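 active = inhibition above 80%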;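 also: 0% = DMSO and 100% = nicardipine control wells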
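Read-out basis: Efflux inhibition in percent versus controls | Test system: ABCG2 IgMXP3 and barcoded ABCB1 CCRF-Adr cell mix | Quantity: 3 million cells/mL in well | Schedule: 10 min at 25 °C | Control set: Nicardipine as high control, DMSO as low control | Reagent: JC-1 as fluorescent efflux pump substrate | Signal: Flow cytometry of retained JC-1 fluorescence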
RGS4-Gao reg – human RGS4-Galphao interaction regulation. P09471. Multiplexed bead flow cytometry, RGS4-Galphao binding; actives lie on both sides. binding response (% of control), % at 10 µM. 220,000 compounds, 0.33% hits. AID 1415; in the data active = binding response below about 49% or above about 150%; inactive = in between;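 also: fluorescent Galphao activated with aluminum fluoride binding bead-coupled RGS4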
Bcl-B Bim block – disrupts Bim peptide binding to human Bcl-B. Q9HD36. bead-based flow cytometry. inhibition, % at 10 µM. 190,000 compounds, 0.073% hits;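 also: 0% = tracer peptide without compound and 100% = reference inhibitor peptide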
Target sequence (Q9HD36 whole entry, looked up): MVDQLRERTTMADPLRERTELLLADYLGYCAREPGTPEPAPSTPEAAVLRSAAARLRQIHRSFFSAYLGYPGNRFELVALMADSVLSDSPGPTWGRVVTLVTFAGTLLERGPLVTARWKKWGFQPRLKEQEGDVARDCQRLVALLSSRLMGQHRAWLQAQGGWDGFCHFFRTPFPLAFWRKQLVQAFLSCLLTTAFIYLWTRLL
Bim-Bcl-XL – human Bim-Bcl-XL interaction inhibition | inhibition, % at 10 µM | AID 1007 | 190,000 compounds, 0.04% hits | Q07817 | Bim peptide-Bcl-XL binding, bead flow cytometry, fluorescence
Target sequence (Q07817 whole entry, looked up): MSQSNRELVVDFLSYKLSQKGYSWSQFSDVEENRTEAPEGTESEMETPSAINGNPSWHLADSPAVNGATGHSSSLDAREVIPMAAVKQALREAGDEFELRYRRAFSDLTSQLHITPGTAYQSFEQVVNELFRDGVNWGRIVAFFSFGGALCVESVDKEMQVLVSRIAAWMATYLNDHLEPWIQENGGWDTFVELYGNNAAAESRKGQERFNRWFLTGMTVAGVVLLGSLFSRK
ABCB1 inh – human ABCB1 inhibition, ABCG2 as counter-screen. CCRF-Adr cells, JC-1 efflux, flow cytometry. 190,000 compounds, 0.067% hits. P08183. inhibition, % at 6.6 µM; in the data active = inhibition above about 40%;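 also: 0% = vehicle and 100% = reference inhibitor; higher value means more JC-1 retained so stronger ABCB1 efflux block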
Bfl-1 Bim block – human Bim-Bfl-1 interaction inhibition. Bead-based flow cytometry, Bim-Bfl-1 binding inhibition. inhibition, % at 10 µM. 190,000 compounds, 0.12% hits. AID 1008;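 also: 0% = wells without compound plus tracer and 100% = blocker peptide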
Starred values were filed as active, the others as inactive; ? = inconclusive; [ ] = another dose, or the depositor's remark. Rule as the data show it, unless noted: active = inhibition above about 40%. Outcome played no part in choosing rows. About 1.1% of those tested had a hit in this group.

SMILES | RGS7-Gao reg | RGS8-Gao | Bim-Bcl-W | Bcl-2 Bim block | GSH bead fluor | ABCG2 block | RGS4-Gao reg | Bcl-B Bim block | Bim-Bcl-XL | ABCB1 inh | Bfl-1 Bim block
O=C(C1CCN(S(=O)(=O)c2ccc(Br)s2)CC1)N1CCc2ccccc21 | 99.8 | 100.6 | -2.0 | -9.0 | 29 | 36.1 | 100.4 | -11.0 | -9.0 | 1.5 | -20.0
CC(C)CCc1c(O)nc(SCC(C)C)[nH]c1=O | 103.0 | 105.2 | -5.0 | -2.0 | 10 | 1.6 | 102.5 | -3.0 | -4.0 | 0.1 | -7.0
CC1(C)CC(=O)C2=C(C1)N(c1cccc(Cl)c1)C(=O)NC2(C(F)(F)F)C(F)(F)F | 92.7 | 97.7 | -1.0 | 0.0 | 6 | 1.4 | 95.2 | -8.0 | -9.0 | 0.7 | -1.0
Cc1nc2sc(-c3ccccc3)cc2c(=O)n1/N=C/N(C)C | 105.1 | 104.2 | 0.0 | -2.0 | 19 | 1.4 | 105.0 | -7.0 | -2.0 | 0.6 | -1.0
COc1ccc(C2c3cc(OC)c(OC)cc3CCN2S(C)(=O)=O)cc1OC (stereo not given) | 94.4 | 97.8 | 1.0 | -1.0 | 20 | 1.5 | 95.5 | 2.0 | 2.0 | 2.4 | -2.0
CCS(=O)(=O)NCc1csc(-c2ccccc2)n1 | 99.8 | 100.9 | -1.0 | -6.0 | 14 | 2.6 | 100.3 | -8.0 | -8.0 | 0.4 | -10.0
Cc1ccc(NC(=S)c2nc3ccccc3[nH]2)c(C)c1 | 104.2 | 103.1 | 0.0 | 0.0 | 21 | -4.8 | 98.0 | 0.0 | -2.0 | -0.7 | -2.0
O=C(NN=C1c2ccccc2-c2ccccc21)c1ccccc1Br | 106.9 | 105.7 | -2.0 | -2.0 | 18 | 13.9 | 107.1 | 0.0 | 0.0 | 2.0 | 2.0
Cc1noc(C)c1S(=O)(=O)N(CC(=O)N1CCCCCC1)c1ccc(C(C)C)cc1 | 95.9 | 101.2 | 1.0 | -5.0 | 24 | 2.0 | 95.9 | -7.0 | -2.0 | 1.9 | -10.0
CN(c1ccc(C(=O)N2CCN(Cc3ccc4c(c3)OCO4)CC2)cc1)S(=O)(=O)c1ccccc1 | 101.5 | 102.3 | 6.0 | -3.0 | 15 | 1.7 | 102.9 | -4.0 | 0.0 | 0.7 | -10.0
CCCc1[nH]nc2c1C(c1ccsc1)C(C#N)=C(N)O2 (stereo not given) | 101.9 | 101.8 | 3.0 | 1.0 | 17 | 1.3 | 100.9 | -2.0 | 0.0 | -0.3 | -2.0
Cc1c(C=O)c(Cl)n(C)c(=O)c1C#N | ? | 97.8 | 4.0 | 0.0 | 12 | 5.3 | 99.6 | 3.0 | 0.0 | 1.6 | 0.0
CCOc1cc(/C=C(\C#N)C(=O)NCC2CCCO2)ccc1O (stereo not given) | 102.1 | 107.1 | -3.0 | 0.0 | 9 | 28.8 | 103.1 | -2.0 | -2.0 | -0.4 | 6.0
Cc1cc(C)cc(N2C(=O)CSC2c2cccs2)c1 (stereo not given) | 98.0 | 101.3 | 3.0 | -1.0 | 15 | 2.6 | 102.4 | -3.0 | -2.0 | 0.6 | -7.0
Cc1ccc(/C=c2\sc3nc(-c4cccnc4)nn3c2=O)cc1 | 92.0 | 95.9 | -1.0 | -6.0 | 30 | -0.3 | 90.2 | -10.0 | -11.0 | -0.3 | -10.0

3 entries already listed, sorted by the value under GSH bead fluor, descending:
| SMILES | GSH bead fluor |
| --- | --- |
| Cc1ccc(/C=c2\sc3nc(-c4cccnc4)nn3c2=O)cc1 | 30 |
| O=C(C1CCN(S(=O)(=O)c2ccc(Br)s2)CC1)N1CCc2ccccc21 | 29 |
| Cc1c(C=O)c(Cl)n(C)c(=O)c1C#N | 12 |

Remaining list, next part:
SMILES | RGS7-Gao reg | RGS8-Gao | Bim-Bcl-W | Bcl-2 Bim block | GSH bead fluor | ABCG2 block | RGS4-Gao reg | Bcl-B Bim block | Bim-Bcl-XL | ABCB1 inh | Bfl-1 Bim block
O=C(Cc1ccccc1)Nn1cnc2ccccc21 | 104.7 | 103.3 | -2.0 | -9.0 | 52 | 1.0 | 104.9 | -8.0 | -3.0 | 0.1 | -15.0
CC1CC(C)CN(c2cc(=O)n(Cc3ccc(F)cc3)c(=O)[nH]2)C1 (stereo not given) | 104.9 | 112.8 | 1.0 | -7.0 | 26 | 6.7 | 104.7 | -3.0 | 0.0 | 0.6 | -6.0
CCC(=O)NCCc1c[nH]c2ccccc12 | 101.1 | 101.7 | 0.0 | -7.0 | 28 | -3.1 | 101.7 | -9.0 | -5.0 | 2.3 | -13.0
CC1=C(C(=O)Nc2ccc(Cl)cc2)C(c2ccncc2)C(C#N)=C(SCC(N)=O)N1 (stereo not given) | 101.4 | 101.1 | -1.0 | -8.0 | 25 | 4.1 | 102.5 | -4.0 | -5.0 | 0.7 | -11.0
CCOc1ccc(CNC(=O)C2CCN(S(=O)(=O)CC)CC2)cc1OC | 98.1 | 98.8 | 0.0 | 0.0 | 27 | 0.7 | 98.4 | -1.0 | -1.0 | -0.1 | 0.0
CNc1oc(C)nc1S(=O)(=O)c1ccc(C)cc1 | 97.9 | 98.8 | 0.0 | -1.0 | 21 | -1.6 | 97.7 | 0.0 | -2.0 | -3.0 | -10.0
COc1ccc(CCNC(=O)C(NS(=O)(=O)c2ccc3c(c2)CCN3C(C)=O)C(C)C)cc1OC (stereo not given) | 102.5 | 98.7 | 0.0 | -4.0 | 11 | 12.7 | 102.1 | -4.0 | 1.0 | 0.0 | -4.0
CC(C)NC(=O)c1cc(-c2ccco2)nn1-c1ccc(Cl)cc1 | 101.9 | 88.8 | 3.0 | 7.0 | 33 | -6.2 | 110.8 | 4.0 | 4.0 | -1.3 | 4.0
COc1ccc(OC2C(=O)N(c3cc(C)ccc3C)C2c2ccc(OC)c(OC)c2)cc1 (stereo not given) | 102.1 | 98.6 | -1.0 | -2.0 | 5 | 1.6 | 99.1 | -2.0 | -4.0 | 1.3 | -1.0
O=C(Nc1ccc(F)cc1)c1nn(-c2ccccc2)c(=O)cc1Cl | 100.5 | 98.4 | 1.0 | 4.0 | 11 | -0.9 | 97.2 | 2.0 | 2.0 | 0.6 | 6.0
COc1ccc(CCn2nnnc2CN2CCN(C(=O)c3ccco3)CC2)cc1OC | 92.0 | 96.5 | -1.0 | 0.0 | 8 | -0.1 | 95.3 | -2.0 | 0.0 | -0.2 | -7.0
CCOc1ccc(N2C(=O)CC(Sc3n[nH]c(-c4ccccc4)n3)C2=O)cc1 (stereo not given) | 95.9 | 97.1 | 0.0 | -3.0 | 11 | 3.7 | 99.2 | -3.0 | -4.0 | 0.6 | -14.0
COc1ccccc1N1C(=O)C2C3C=CC(C3)C2C1=O (stereo not given) | 104.9 | 102.1 | 0.0 | 0.0 | 21 | 3.4 | 100.1 | 0.0 | -2.0 | 1.0 | 0.0
CCOc1ccccc1NC(=O)CCN1CCN(S(=O)(=O)c2ccc(OC)cc2)CC1 | 100.2 | 99.6 | -3.0 | -16.0 | 25 | 16.1 | 97.0 | -13.0 | -12.0 | 1.6 | -22.0
O=C(Nc1ccccc1N1CCCCC1)c1cccc([N+](=O)[O-])c1 | 102.3 | 101.4 | -3.0 | 0.0 | 14 | 17.1 | 103.0 | -5.0 | -4.0 | 2.8 | -3.0
O=C(CNC(=O)C(c1ccccc1)c1ccccc1)OCC(=O)c1cccs1 | 99.4 | 100.8 | -5.0 | -1.0 | 13 | -0.6 | 101.7 | -4.0 | -5.0 | 0.4 | -11.0
C/C(=N\NC(=O)c1cccnc1)c1ccc(C)c([N+](=O)[O-])c1 | 110.4 | 103.5 | 2.0 | 5.0 | 8 | 7.0 | 107.6 | 2.0 | 2.0 | 0.3 | -1.0
CCCC[C@H](CN(N=O)[C@@H](Cc1ccccc1)CN(C)N=O)N(CCc1ccccc1)N=O | 92.3 | 94.7 | -2.0 | 3.0 | 21 | 0.8 | 94.1 | -3.0 | 2.0 | 1.4 | -2.0
CCCCNc1nc(NC)nc(Cl)c1SC | 102.3 | 102.6 | -2.0 | -3.0 | 19 | 1.8 | 104.7 | -4.0 | -2.0 | 0.7 | -4.0
COc1ccc(/C(N)=C/C(=O)C(C)(C)C)cc1 | 100.6 | 103.4 | 0.0 | -3.0 | 4 | 1.6 | 105.7 | -4.0 | -5.0 | 0.4 | -9.0
O=C(O)C1=C[C@H](c2ccc(C(F)(F)F)cc2)C[C@H](OCc2ccc(CO)cc2)O1 | 103.2 | 101.8 | 0.0 | -6.0 | 19 | 0.6 | 104.9 | -4.0 | -4.0 | 0.3 | -6.0
C=CCn1c(SCC(=O)NC2CCCCC2)nc2ccccc2c1=O | ? | 100.8 | -1.0 | -3.0 | 17 | 18.1 | 99.8 | -5.0 | -3.0 | 1.9 | -5.0
Cc1cc(C)c(C)c(S(=O)(=O)N2CCN(c3ccc(O)cc3)CC2)c1C | 101.6 | 103.2 | -2.0 | -1.0 | 14 | 1.2 | 102.2 | -7.0 | -3.0 | 0.4 | 2.0
Cc1ccc(N2CC(C(=O)Nc3cccc(F)c3)CC2=O)cc1 (stereo not given) | 93.1 | 96.7 | 4.0 | -3.0 | 6 | 0.2 | 91.2 | -4.0 | -5.0 | 0.0 | -11.0
CCOc1ccc(N2C(=O)CC(N(CCc3ccc(OC)cc3)C(=O)c3cccc(F)c3)C2=O)cc1 (stereo not given) | 90.8 | 98.0 | -5.0 | -11.0 | 14 | 15.7 | 93.6 | -45.0 | -9.0 | 3.1 | -18.0
Cc1cc(Nc2cccc([N+](=O)[O-])c2)c2ccccc2n1 | 101.8 | 104.8 | 0.0 | -2.0 | 24 | 4.5 | 100.6 | 0.0 | 1.0 | 0.5 | 0.0
CCCCNC(=O)C(CC)Sc1nc2sc(C(=O)OC)c(C)c2c(=O)n1N (stereo not given) | 104.2 | 102.2 | 0.0 | -2.0 | 20 | 0.6 | 101.3 | -7.0 | -1.0 | 0.3 | 2.0
CCOC(=O)CCc1c(C)c(C#N)c2nc3ccccc3n2c1-n1ccnc1 | 98.1 | 104.3 | -1.0 | -4.0 | 35 | 25.2 | 103.5 | -1.0 | -7.0 | 3.7 | -7.0
NC(=O)SC/C(=N\S(=O)(=O)c1ccccc1)Nc1ccccc1 | 268.1*[activator] | 118.1 | 1.0 | 0.0 | 47 | 1.0 | 349.8*[activator] | 0.0 | 2.0 | -0.3 | -2.0
O=C(Nc1cccc([N+](=O)[O-])c1)c1ccc2c(c1)OCCO2 | 101.2 | 99.9 | 0.0 | -4.0 | 7 | 23.9 | 100.1 | -4.0 | -3.0 | 1.8 | -4.0
